Screening results: PubChem, National Center for Advancing Translational Sciences (NCATS)
ALDH1A1 block = ALDH1A1 (human) enzyme inhibition; P00352; Purified ALDH1A1, NADH fluorescence, propionaldehyde substrate; Potency, µM (top dose mostly 75.3 µM), inactives show at the highest dose activity, negative = inhibition, hits mostly inhibitors; actives 7.3% (n = 220,000); active = well fitted inhibition curve with a large enough effect, not every such curve was filed as active; inconclusive = small, poorly fitted or top-dose-only effect, or another doubt; inactive = no such curve, though single readings can be large or run the other way;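 also: plate controls were no enzyme wells and a reference inhibitor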
Target sequence (P00352 whole entry, looked up): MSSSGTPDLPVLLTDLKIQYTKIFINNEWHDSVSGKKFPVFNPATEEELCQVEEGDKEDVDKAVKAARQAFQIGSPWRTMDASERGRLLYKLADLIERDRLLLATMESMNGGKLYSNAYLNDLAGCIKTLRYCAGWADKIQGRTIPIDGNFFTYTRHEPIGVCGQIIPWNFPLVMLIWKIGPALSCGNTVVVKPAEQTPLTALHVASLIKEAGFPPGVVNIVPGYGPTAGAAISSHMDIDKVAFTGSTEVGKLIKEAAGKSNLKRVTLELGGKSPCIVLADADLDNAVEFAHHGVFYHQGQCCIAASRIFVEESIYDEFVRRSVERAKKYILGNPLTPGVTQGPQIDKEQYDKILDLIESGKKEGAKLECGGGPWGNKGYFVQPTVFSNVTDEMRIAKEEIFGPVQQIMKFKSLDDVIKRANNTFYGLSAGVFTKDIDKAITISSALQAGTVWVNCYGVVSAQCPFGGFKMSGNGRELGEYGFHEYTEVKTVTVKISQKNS
NPSR antag = neuropeptide S receptor (human) antagonism, cAMP; actives 1% (n = 220,000); Q6W5P4; Potency, µM (top dose mostly 38.3 µM), for the others: at the highest dose activity change, negative = inhibition, actives largely listed as inhibitors; CHO-NPSR cells, cAMP TR-FRET, antagonist mode; also: % is scaled to controls: 0 for no effect and ±100 for the full control effect; nearly all actives have a fitted effect of over 50% in size; many of its hits are not listed in these tables
Target sequence (Q6W5P4 whole entry, looked up): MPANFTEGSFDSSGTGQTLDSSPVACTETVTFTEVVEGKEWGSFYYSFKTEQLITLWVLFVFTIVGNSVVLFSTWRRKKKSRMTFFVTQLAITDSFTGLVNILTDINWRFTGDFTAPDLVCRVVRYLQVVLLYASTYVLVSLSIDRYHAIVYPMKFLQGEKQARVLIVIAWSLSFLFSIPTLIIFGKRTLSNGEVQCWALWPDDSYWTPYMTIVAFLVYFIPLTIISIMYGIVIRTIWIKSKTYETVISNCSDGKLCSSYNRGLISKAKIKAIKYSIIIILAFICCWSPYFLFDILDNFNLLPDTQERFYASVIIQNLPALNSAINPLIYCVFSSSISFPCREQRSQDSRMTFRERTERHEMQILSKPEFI
GLA spleen mod = inhibits or activates alpha-galactosidase in human spleen homogenate | human spleen homogenate, 4MU-alpha-Gal fluorescence, 40 min | Potency, µM (highest dose often 80 µM), for inactives: at the top dose activity change, negative = inhibition, hits mostly inhibitors | actives 0.008% (n = 240,000);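 also: 0% = enzyme with vehicle and -100% = no enzyme basal signal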
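Spleen homogenate 1 ug + cpd (titration) + 4-MU-alpha-D-galactopyranoside 1 mM; 37C 40 min; 50 mM citrate/phosphate pH 5.0, 0.01% Tween-20; stop pH 10; fluorescence 365/440; AC50 via Hill.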
Tau fluor cs = counter-screen for tau fibril formation inhibitors | tau K18 P301L Alexa594 fluorescence, heparin fibrillization | actives 0.93% (n = 280,000) | Potency, µM (series often up to 57.7 µM), for inactives: top-dose activity change, negative = decrease | AID 1463; also: % is scaled to controls: 0 for no effect and ±100 for the full control effect; nearly all actives have a fitted effect of over 55% in size
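Human tau K18 P301L (15 uM unlabeled, 0.24 uM Alexa 594-labeled) in 100 mM sodium acetate pH 7 with 20 uM heparin, 6 hr at 37 C. ThT 30 uM added, 1 hr ambient; Alexa 594 FP and total fluorescence read at 555/632 nm.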
aGlu spleen mod = inhibitors or activators of human alpha-glucosidase in spleen homogenate | P10253 | actives 0.006% (n = 240,000) | Potency, µM (top dose mostly 79.9 µM), for inactives: at the top dose activity change, negative = inhibition, usual class: inhibitors | human spleen homogenate, 4-MU-alpha-glucoside fluorescence;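 also: 0% = enzyme with vehicle and -100% = no enzyme basal signal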
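Compounds were titrated against alpha-glucosidase in spleen homogenate at pH 5.0, with 1 mM 4-methylumbelliferyl substrate for 40 min at 37 C. Reactions were quenched with pH 10 NaOH/glycine and fluorescence measured.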
GAA glycogen = GAA glycogen-cleavage inhibition or activation; Potency, µM (highest dose often 76.4 µM), inactives show at the top dose activity change, negative = inhibition, actives largely listed as inhibitors; actives 0.38% (n = 300,000); P10253; recombinant GAA, glycogen substrate, Amplex Red glucose oxidase fluorescence; AID 2100;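 also: 0% = full enzyme reaction and -100% = no-enzyme basal signal; the screen sought inhibitors and activators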
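Recombinant human alpha-glucosidase (4 nM final) hydrolysed bovine liver glycogen (30 ug) for 40 min at 37 C in pH 5.0 citrate/phosphate with 0.01% Tween-20. Released glucose detected by glucose oxidase/Amplex Red, Ex 573/Em 610 nm. Compounds up to 77 uM; AC50 from Hill fits.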
GAA inhib = blocks human lysosomal alpha-glucosidase. P10253. purified human GAA, 4-MU-alpha-glucoside fluorescence. Potency, µM (top dose mostly 76.9 µM), inactives show at the top dose activity change, negative = inhibition, hits mostly inhibitors. actives 0.005% (n = 200,000);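 also: plate controls were uninhibited enzyme wells for no effect and no-enzyme background for full effect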
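AC50 values come from Hill fits of compound titrations (up to 77 uM) against 4 nM human enzyme. Substrate 4-methylumbelliferyl-alpha-D-pyranoside at 400 uM, pH 5.0 citrate buffer, 20 min room temperature; fluorescence Ex 365/Em 440 after alkaline stop.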
Epigenetic reg = derepresses silenced GFP reporter in murine cells. murine LDR cells, GFP reporter derepression, 30 h. Potency, µM (titrated, usually from 53.9 µM), for the others: at the highest dose GFP activation, usual class: activators. actives 0.2% (n = 280,000). AID 1865; also: % of control where 0% means no effect; nearly all actives have a fitted effect of over 60% in size
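Murine LDR cells bearing a silenced CMV-driven GFP reporter were exposed to compound for 30 h at 37 C. After PBS washes, GFP-positive cells (20-120 um objects) counted by laser-scanning microplate cytometry.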
Active calls of the source: *; ? = inconclusive; nt = no result given; [ ] = dose if it differs, or a comment. Unless noted, calls follow the shape of the dose curve; as a rule, active = well fitted curve in the direction sought with a large enough effect; inconclusive = small, poorly fitted or top-dose-only effect, or another doubt; inactive = no such curve, though single readings can be large; an effect the other way counts as inactive or inconclusive. Potency is read from the fitted curve at half-maximal effect. The list is partial; the hit share may differ from the screen's.

Each structure is followed by: ALDH1A1 block | NPSR antag | GLA spleen mod | Tau fluor cs | aGlu spleen mod | GAA glycogen | GAA inhib | Epigenetic reg
> CC1CCN(c2ccc(C(=O)O)cc2N)CC1
 : -6.6% | 0.2%[46.1 µM] | 5.2% | -10.0% | 2.7% | ? | -0.7% | 1.8%
> COCCN(C(=O)Cn1nnc2ccccc21)C(C(=O)NC1CCCC1)c1ccc(OC)cc1OC (stereo unspecified)
 : -2.1% | -2.2%[46.1 µM] | -2.6% | 3.5% | -6.2% | -4.5% | 1.9% | -1.0%
> CCCc1cc(=O)oc2cc(OCC(=O)NCc3cccs3)ccc12
 : ? | 3.0% | 3.6% | 2.6% | -3.8% | 10.4% | 5.6% | -3.2%
> CC1CCCCC1NC(=O)/C(C#N)=C/c1ccc2c(c1)OCCO2 (stereo unspecified)
 : ? | -29.6% | -3.1% | -2.6% | 1.1% | 10.7% | -4.4% | -0.1%
> N#Cc1ccc(C23CC4CC(CC(C4)C2)C3)[nH]c1=O
 : ? | 10.1%[46.1 µM] | 3.2% | 0.0% | 0.5% | 8.2% | -12.8% | -10.3%
> CC(=O)Nc1ccc(Sc2ccccc2C(=O)Nc2ccc(F)cc2)cn1
 : 0.3% | -2.1% | 3.0% | -4.9% | 5.0% | -6.2% | 1.1% | 4.3%
> Cc1ccc2cc(CN(CC3CCCO3)C(=S)Nc3ccccc3)c(=O)[nH]c2c1 (stereo unspecified)
 : ? | 47.3% | -3.7% | -23.7% | -4.9% | -4.2% | -9.7% | -6.2%
> COc1ccc(CCN=C(N)NS(=O)(=O)c2ccccc2)cc1OC
 : 10.2% | 9.4% | 4.8% | -6.4% | 2.3% | -7.2% | 1.3% | 0.0%
> CCC(=O)C1=C(N2CCCC2)CC(C)(C)CC1=O
 : 4.1% | -7.3%[46.1 µM] | -0.4% | -2.6% | 0.5% | 10.4% | -7.9% | -2.9%
> Cc1ccc(-c2cc(C(=O)OCC(=O)N(C)C3CCS(=O)(=O)C3)c3ccccc3n2)c(C)c1 (stereo unspecified)
 : ? | -8.9% | 2.3% | ? | 6.1% | -10.3% | -11.6% | 0.0%
> O=C(CSc1nc2ccccc2[nH]1)N1CCCCC1
 : -2.9% | -9.2%[46.1 µM] | 0.7% | 8.0% | -0.9% | 1.9% | 2.4% | -1.1%
> Cc1ccc(C2C(=O)N(C3CCCC3)CC(=O)N2CC2COc3ccccc3O2)cc1 (stereo unspecified)
 : 12.8% | -27.3%[46.1 µM] | -0.7% | -8.9% | 2.2% | -2.6% | 0.3% | 2.7%
> C/C(=N\NC(=S)Nc1ccc(C)cc1)c1cccc(N)c1
 : -10.9% | -34.1% | -2.4% | ? | -1.5% | -17.0% | 5.1% | 0.0%
> CCc1ccc(NC(=O)NCCN2CCc3ccccc3C2)cc1
 : 4.9% | -10.8%[46.1 µM] | 4.2% | -15.6% | 0.4% | 4.4% | -4.0% | 1.2%
> CC(=O)N/C(=C\c1ccc(F)cc1)C(=O)NC(Cc1c[nH]c2ccccc12)C(=O)O (stereo unspecified)
 : 8.5% | 15.8% | 0.6% | -3.8% | 1.7% | 2.4% | 3.9% | -1.0%
> Cc1cccc(CN2CCc3c(OCC(=O)N4CCCc5ccccc54)cccc3C2=O)c1
 : 15.8µM* | -24.3% | -19.0% | -8.0% | -5.3% | 2.5% | -1.2% | -1.0%
> CCOc1ccccc1OC(=O)c1cc2ccccc2oc1=O
 : 7.2% | 22.4% | 3.0% | -3.8% | -6.1% | -15.6% | -2.6% | 1.1%
> Cc1cc(C)c2c(NC(=S)NC(=O)c3ccccc3)n[nH]c2n1
 : ? | 13.4% | -2.9% | -3.0% | -14.2% | -10.1% | -10.8% | -3.9%
> CC(=O)Nc1nccc(-c2cc(-c3ccccc3)no2)n1
 : nt | 12.7% | 7.2% | -8.2% | -12.9% | -0.7% | nt | 0.2%
> Cc1ccc(NC(=O)/C(C#N)=C(\N)C(Cl)(Cl)Cl)nc1
 : ? | -8.3% | 0.3% | -22.1% | -0.7% | 0.5% | -7.6% | 4.5%
> COc1ccc(/C=N\NC(=O)COc2ccc(C(C)(C)C)cc2)cc1Cn1nc(C)cc1C
 : 1.1% | -12.2%[46.1 µM] | -3.6% | -13.9% | 0.5% | 9.1% | -9.1% | 1.0%
> COc1cccc(-c2nnc3n2N=C(C(C)(C)C)CS3)c1
 : 10.7% | -10.7%[46.1 µM] | -15.3% | -4.2% | -10.1% | 3.7% | -8.7% | 7.9%
> CC12CCC3C(CC3(C)C)C(C)(CCC1=O)O2 (stereo unspecified)
 : 15.7% | nt | 8.9% | -3.2% | -13.5% | nt | nt | 0.1%
> O=C(CSc1nnc(-c2cc(-c3cccs3)nc3ccccc23)o1)NC1CCCCC1
 : ? | -24.6%[46.1 µM] | -0.6% | ? | 2.8% | 0.8% | 3.8% | -4.5%
> OC(CNC1Cc2ccccc2C1)COc1ccc(F)cc1 (stereo unspecified)
 : nt | 4.4% | 1.7% | 9.3% | 1.6% | 4.0% | nt | -0.4%
> COC(=O)c1ccc(Oc2coc3cc(OCc4cnn(-c5ccccc5)c4)ccc3c2=O)cc1
 : 8.9% | ? | 4.4% | 1.5% | 0.2% | 1.9% | -5.6% | -1.2%
> COc1ccc(Cl)cc1S(=O)(=O)N1CCN(C(=O)c2ccco2)CC1
 : ? | -9.9%[46.1 µM] | -2.3% | 1.9% | -6.2% | 3.3% | -9.3% | -2.1%
> CCC(CC)c1nnc(NC(=O)c2ccc3ccccc3n2)s1
 : -11.5% | ? | 0.9% | -19.0% | 1.9% | -3.8% | 2.2% | ?
> CC(SC(=S)N1CCOCC1)C(=O)O (stereo unspecified)
 : -11.5% | 1.5%[46.1 µM] | 3.9% | -1.6% | -1.6% | 3.5% | -1.5% | 0.3%
> COc1cccc(NC(=O)c2nc3ncccn3n2)c1
 : 5.1% | 0.9%[46.1 µM] | 0.2% | 1.5% | -4.9% | 7.8% | -3.6% | -0.7%
> C=CCNC(=O)c1onc(CSc2ccc(F)c(F)c2)c1C(=O)O
 : 4.9% | 8.2%[46.1 µM] | -13.6% | 9.1% | -8.4% | 6.8% | -7.5% | -2.5%
> Cc1ccccc1C(=O)c1cccn1CC(=O)NCc1ccco1
 : 8.2% | -13.2%[46.1 µM] | -1.2% | -7.3% | -7.5% | -1.6% | 7.7% | 0.0%
> CCOC(=O)c1c(C)oc(/N=C/c2ccccc2O)c1C#N
 : -9.0% | -21.3%[46.1 µM] | 5.1% | 0.5% | -3.7% | ? | -0.3% | 0.0%
> COc1ccc(/C=C/C(=O)OCC(=O)Nc2cccc(Oc3ccccc3)c2)c(OC)c1
 : ? | -9.7% | -3.1% | ? | -9.9% | 1.3% | -0.6% | 2.6%
> COc1ccc(S(=O)(=O)N2CCN(c3ncnc4c(-c5ccccc5)nsc34)CC2)cc1
 : -6.4% | -4.7%[7.67 µM] | 4.5% | -8.6% | 8.2% | 2.0% | -11.5% | -2.4%
> CC(=O)c1c(C)oc2ccc(N(C(=O)c3ccncc3)S(=O)(=O)c3ccccc3)cc12
 : -2.7% | -15.8% | -3.8% | -6.4% | -2.8% | -10.6% | 11.1% | -0.3%
> S=C1NCN(Cc2ccco2)CN1CCc1ccccc1
 : ? | ? | 2.8% | 3.8% | -7.1% | 0.9% | -10.8% | -0.3%
> Cc1oc(-c2ccccc2Cl)[n+]([O-])c1C
 : 22.4µM* | 9.7%[46.1 µM] | 5.9% | -6.6% | 6.1% | 5.7% | -10.5% | 1.5%
> CCCn1c(=O)[nH]c(=O)c2c1nc(-c1ccccc1)n2CCN1CCOCC1
 : -5.1% | -23.3%[46.1 µM] | 2.4% | 6.0% | 3.8% | 5.4% | -3.6% | 3.3%
> O=C(Nc1nnc(/C=C/c2ccccc2)s1)c1ccco1
 : nt | -18.8% | -14.2% | -9.7% | -0.4% | 1.1% | nt | -0.2%

Following part.
SMILES,ALDH1A1 block,NPSR antag,GLA spleen mod,Tau fluor cs,aGlu spleen mod,GAA glycogen,GAA inhib,Epigenetic reg
CCC(C)c1ccc(C2C3=C(Nc4nc(N)[nH]c(=O)c42)c2ccccc2C3=O)cc1 (stereo unspecified),8.9%,4.1%,-2.3%,?,-1.6%,1.0%,-2.5%,0.0%
O=C(O)c1ccccc1NCc1ccncc1,?,2.9%[46.1 µM],4.2%,-5.4%,-3.0%,9.0%,?,0.1%
COc1ccc(OC)c(S(=O)(=O)Nc2ccc3oc4c(c3c2)C(=O)CCC4)c1,?,22.3%[46.1 µM],5.8%,-16.9%,1.2%,2.1%,2.3%,0.0%
Cc1cc(C)nc(SCc2nc(N)nc(-c3ccccc3O)n2)n1,8.3%,-12.8%[46.1 µM],-3.2%,-19.5%,-8.8%,-5.2%,?,1.2%
COc1ccc(CCNC(=O)c2cc3c(=O)n(C)c4ccccc4c3n2C)cc1OC,nt,-0.8%,4.8%,6.8%,-6.3%,-11.4%,nt,14.9%
COc1cc(C(=O)Nc2sc3c(c2C#N)CCN(C(C)=O)C3)cc(OC)c1OC,?,2.6%[46.1 µM],-3.6%,-5.7%,-5.1%,-3.3%,-3.4%,0.1%
Cc1cccc(C)c1NC1=NC(=S)N(c2ccccc2)C12CCOC(C)(C)C2 (stereo unspecified),2.2%,-10.4%[46.1 µM],0.0%,-13.5%,-4.5%,-10.1%,-1.2%,-1.4%

3 entries from above, field by field:
compound: COc1ccc(OC)c(S(=O)(=O)Nc2ccc3oc4c(c3c2)C(=O)CCC4)c1
  ALDH1A1 block: ?
  NPSR antag: 22.3%[46.1 µM]
  GLA spleen mod: 5.8%
  Tau fluor cs: -16.9%
  aGlu spleen mod: 1.2%
  GAA glycogen: 2.1%
  GAA inhib: 2.3%
  Epigenetic reg: 0.0%

compound: Cc1cc(C)nc(SCc2nc(N)nc(-c3ccccc3O)n2)n1
  ALDH1A1 block: 8.3%
  NPSR antag: -12.8%[46.1 µM]
  GLA spleen mod: -3.2%
  Tau fluor cs: -19.5%
  aGlu spleen mod: -8.8%
  GAA glycogen: -5.2%
  GAA inhib: ?
  Epigenetic reg: 1.2%

compound: COc1ccc(CCNC(=O)c2cc3c(=O)n(C)c4ccccc4c3n2C)cc1OC
  ALDH1A1 block: nt
  NPSR antag: -0.8%
  GLA spleen mod: 4.8%
  Tau fluor cs: 6.8%
  aGlu spleen mod: -6.3%
  GAA glycogen: -11.4%
  GAA inhib: nt
  Epigenetic reg: 14.9%
